esBAF inh = SWI/SNF esBAF complex inhibition | mouse ES cells, Bmi1-luciferase knock-in reporter, 24 h; 100% = twice the neutral-well signal | actives 2% (n = 350,000) | reporter increase, % at 12.5 µM; in the data active = activation above about 40%;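 note: 0% = median of the plate's neutral control wells and 100% = double that signal; a rise in the Bmi1 reporter signal indicates esBAF inhibition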
E-selectin induc = induces E-selectin expression in human endothelial cells; HUVEC E-selectin immunofluorescence imaging; normalized: neutral wells 0, TNF-alpha wells 100; activation, % at 7.58 µM; actives 0.37% (n = 260,000);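 active = mean E-selectin-positive cell signal at least 10% of the positive control, reached in at least 60% of replicates, without over 20% cell loss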;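 note: in these data hits start at about 27%; measured in HUVEC primary endothelial cells; signal is the percent of cells scored E-selectin positive by PE staining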
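assay system = HUVEC, human umbilical vein endothelial cells | input = 3,000 HUVEC seeded per well | medium = EGM-2 growth medium on 0.1% gelatin-coated wells | dosing = one compound dose added by pin transfer | signal = immunofluorescence imaging | read-out basis = % PE-positive cells | control set = TNF-alpha, DMSO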
FN deposition inh = fibronectin deposition inhibition; AH1F fibroblasts, Alexa488-fibronectin deposition fluorescence, overnight; inhibition, % at 12.6 µM; actives 0.086% (n = 350,000);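 active = mean inhibition across replicates of 30% or more, regardless of how many single replicates reach that level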;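 note: positive control wells lacked labelled fibronectin entirely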
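Material: AH1F fibroblast monolayer depositing Alexa488-labelled fibronectin into matrix | Input: 10000 AH1F cells/well | Medium: DMEM plus 2% serum, read in PBS | Reagent: Alexa488-fibronectin, 24 nM final in well | Compound dosing: One dose per compound, pinned | Schedule: 1 h adhesion, overnight exposure | Measured by: Fluorescence at 485 nm excitation, 525 nm emission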
S100A4 inh HTS = S100A4-myosin IIA interaction inhibition | S100A4/TAMRA-MyoIIA peptide fluorescence polarization | inhibition, % at 10.7 µM | actives 0.14% (n = 360,000);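 active = mean inhibition of at least 70% across replicates, with every replicate also reaching that level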
Target sequence (P26447 whole entry, looked up): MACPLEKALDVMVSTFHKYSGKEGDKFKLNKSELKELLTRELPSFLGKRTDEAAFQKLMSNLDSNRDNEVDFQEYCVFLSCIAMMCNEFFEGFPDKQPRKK
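Compound dosing: one dose per compound; test system: human S100A4 monomer with TAMRA-labelled myosin IIA peptide; probe or stimulus: TAMRA-labelled myosin IIA heavy-chain peptide probe, 5 nM; medium: HEPES buffer with Ca2+, pH 7.2; schedule: 5 min incubation before reading; benchmarks: neutral control DMSO, positive control TFP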
EWS-Fli inh = inhibitors of EWS/Fli oncoprotein transcriptional activity | A673 NR0B1-luciferase reporter, viability-normalised | inhibition, % at 12.6 µM | actives 0.67% (n = 350,000) | AID 651661;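 active = mean inhibition of at least 50% after viability correction, with every replicate also passing that limit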;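 note: firefly luciferase signal divided by Alamar Blue viability fluorescence both relative to DMSO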
RAD52 inh = inhibitors of human RAD52 DNA annealing. P43351. recombinant RAD52 DNA annealing, FRET fluorescence. inhibition, % at 18.7 µM. actives 0.46% (n = 360,000);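 active = every replicate showing at least 50% inhibition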
Target sequence (P43351 whole entry, looked up): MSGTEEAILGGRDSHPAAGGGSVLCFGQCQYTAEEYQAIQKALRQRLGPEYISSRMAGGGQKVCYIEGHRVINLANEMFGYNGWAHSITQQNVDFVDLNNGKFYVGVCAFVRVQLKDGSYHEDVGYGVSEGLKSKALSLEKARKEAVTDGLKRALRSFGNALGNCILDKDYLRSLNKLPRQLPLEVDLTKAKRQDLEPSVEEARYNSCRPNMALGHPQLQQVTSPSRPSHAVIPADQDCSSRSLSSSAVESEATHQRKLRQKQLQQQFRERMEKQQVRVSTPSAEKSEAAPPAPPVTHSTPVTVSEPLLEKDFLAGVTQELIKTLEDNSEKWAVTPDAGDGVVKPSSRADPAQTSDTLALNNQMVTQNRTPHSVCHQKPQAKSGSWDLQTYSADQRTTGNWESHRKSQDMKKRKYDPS
XiGFP reactiv = X-chromosome reactivation activator; AID 743238; actives 0.055% (n = 360,000); XiGFP mouse fibroblasts, % GFP-positive cells imaging, 3 d; cells co-treated with 5-aza-dC sensitizer; scaled so ellipticine positive control = 100%; activation, % at 7.58 µM;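 active = mean normalized replicate activation at least 10% and every replicate at or above 10%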;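 note: 0% = median of on-plate neutral control wells and 100% = ellipticine 6 µM median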
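System: 68-5-11 XiGFP fibroblast line | Buffer or medium: DMEM containing 5-aza-dC | Compound: Single point | Times: Compounds 3 days, fix/stain 15 min at room temperature | Benchmarks: Positive control ellipticine, 6 µM final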
RAD54 inh = inhibitors of human RAD54 branch migration | Q92698 | RAD54 Holliday junction branch migration, FAM/BHQ fluorescence | inhibition, % at 10.4 µM | actives 0.14% (n = 360,000);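 active = mean normalized replicate activity at least 40 and at least half of replicates scoring 40 or more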;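 note: 0% = median of neutral control wells and 100% = median of positive control wells; inhibitors cause a drop in the FAM fluorescence signal; in these data hits start at about 50%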
Starred values were filed as active, the others as inactive. Outcome played no part in choosing rows. About 3% of those tested had a hit in this group.

Preview, three compounds:
What do the screens show for `O=C(NCc1ccco1)C(c1ccncc1)N(C(=O)Cc1cccs1)c1ccccc1` (configuration not stated)?
esBAF inh: 11; E-selectin induc: -0.9; FN deposition inh: 5; S100A4 inh HTS: -30; EWS-Fli inh: 11; RAD52 inh: -14; XiGFP reactiv: 0.0; RAD54 inh: 3

Results for Cc1cc(C)nc(SCc2nnc(SCC#N)n2-c2cccc(Cl)c2)n1 ?
esBAF inh: -2; S100A4 inh HTS: -2; EWS-Fli inh: 9; RAD52 inh: 13; RAD54 inh: 5

Results for COc1ccc(/C=C/C(=O)N(Cc2cccs2)C2CCS(=O)(=O)C2)cc1 (configuration not stated) ?
esBAF inh: -6; E-selectin induc: -0.2; FN deposition inh: -1; S100A4 inh HTS: 0; EWS-Fli inh: 4; RAD52 inh: -13; XiGFP reactiv: -0.1; RAD54 inh: -8

Results, repeating the preview:
What do the screens show for `O=C(NCc1ccco1)C(c1ccncc1)N(C(=O)Cc1cccs1)c1ccccc1` (configuration not stated)?
esBAF inh: 11; E-selectin induc: -0.9; FN deposition inh: 5; S100A4 inh HTS: -30; EWS-Fli inh: 11; RAD52 inh: -14; XiGFP reactiv: 0.0; RAD54 inh: 3

Results for Cc1cc(C)nc(SCc2nnc(SCC#N)n2-c2cccc(Cl)c2)n1 ?
esBAF inh: -2; S100A4 inh HTS: -2; EWS-Fli inh: 9; RAD52 inh: 13; RAD54 inh: 5

Results for COc1ccc(/C=C/C(=O)N(Cc2cccs2)C2CCS(=O)(=O)C2)cc1 (configuration not stated) ?
esBAF inh: -6; E-selectin induc: -0.2; FN deposition inh: -1; S100A4 inh HTS: 0; EWS-Fli inh: 4; RAD52 inh: -13; XiGFP reactiv: -0.1; RAD54 inh: -8

How did CCOC(=O)CCC(NC(=O)c1ccc(Nc2nc3ccccc3nc2C(=O)OCC)cc1)C(=O)OCC (configuration not stated) do in these assays?
E-selectin induc: -1.5; S100A4 inh HTS: 2; EWS-Fli inh: 2; RAD52 inh: -67; XiGFP reactiv: 0.4

Results for CCOC(=O)C1CCCN(C(=O)c2ccc(OC)c(OC)c2)CC1 (configuration not stated) ?
esBAF inh: 0; E-selectin induc: 0.3; FN deposition inh: -8; S100A4 inh HTS: 3; EWS-Fli inh: 7; RAD52 inh: -5; XiGFP reactiv: -0.1; RAD54 inh: -17

Results for CCCCC1(C(=O)OCC)NC(c2ccc(O)cc2)C2C(=O)N(c3ccccc3)C(=O)C21 (configuration not stated) ?
esBAF inh: 0; E-selectin induc: -0.1; FN deposition inh: -3; S100A4 inh HTS: -2; EWS-Fli inh: 3; RAD52 inh: -2; XiGFP reactiv: 0.0; RAD54 inh: 12

How did Cc1ccc(S(=O)(=O)Nc2ccc3c(c2)C(=O)N([C@H](C)CO)C[C@@H](C)[C@H](CN(C)C(=O)Nc2ccc4c(c2)OCO4)OCCCC[C@H](C)O3)cc1 do in these assays?
E-selectin induc: -0.1; FN deposition inh: 4; S100A4 inh HTS: -30; EWS-Fli inh: -5; RAD52 inh: 21; XiGFP reactiv: 0.3

What do the screens show for `NCCSSCCN`?
esBAF inh: 14; E-selectin induc: -0.2; FN deposition inh: -1; S100A4 inh HTS: 2; EWS-Fli inh: 1; RAD52 inh: 13; XiGFP reactiv: 0.0; RAD54 inh: -7

Results for CCCCn1c(N)c(N(CC)C(=O)C2CCCC2)c(=O)[nH]c1=O ?
esBAF inh: -5; FN deposition inh: 3; S100A4 inh HTS: 2; EWS-Fli inh: 10; RAD52 inh: 6; XiGFP reactiv: -0.1; RAD54 inh: 3

How did CCCCNC(=O)C1(C)CCN1C(=O)c1cc(OC)ccc1Br (configuration not stated) do in these assays?
esBAF inh: -7; E-selectin induc: -0.3; S100A4 inh HTS: 2; EWS-Fli inh: -4; RAD52 inh: -8; XiGFP reactiv: 0.1; RAD54 inh: -1

How did Cc1ccc(S(=O)(=O)Nc2cccc3c2O[C@@H](CN(C)C(=O)NC2CCCCC2)[C@H](C)CN([C@@H](C)CO)C3=O)cc1 do in these assays?
esBAF inh: 3; E-selectin induc: 0.5; S100A4 inh HTS: 8; EWS-Fli inh: -3; RAD52 inh: 12; XiGFP reactiv: -0.9; RAD54 inh: 8

How did Cc1cc(Cl)c2oc(C(=O)N(C)CCc3cnn(C)c3)c(C)c2c1 do in these assays?
esBAF inh: 1; FN deposition inh: 12; S100A4 inh HTS: 4; EWS-Fli inh: -14; RAD52 inh: 4; XiGFP reactiv: 0.0; RAD54 inh: -6

What do the screens show for `CNC(=O)C[C@H]1CC[C@H]2[C@@H](COc3ccc(NC(=O)Nc4ccc(F)cc4)cc3C(=O)N2C)O1`?
esBAF inh: -3; E-selectin induc: 0.1; FN deposition inh: -19; S100A4 inh HTS: 2; EWS-Fli inh: 12; RAD52 inh: 11; XiGFP reactiv: 0.3; RAD54 inh: -2

What do the screens show for `Cc1cccc(NC(=O)c2nc[nH]c2C(=O)N2CCC(C)CC2)c1`?
esBAF inh: -4; E-selectin induc: 0.1; FN deposition inh: 6; EWS-Fli inh: 19; XiGFP reactiv: 0.0; RAD54 inh: -2

Results for COc1cc(/C=N/NC(=O)C(N)=O)ccc1OC(=O)c1cccs1 ?
S100A4 inh HTS: 4; EWS-Fli inh: 8; RAD52 inh: -3; XiGFP reactiv: 0.0

How did O=C(COc1ccccc1Cl)NCCNC(=O)c1cnccn1 do in these assays?
esBAF inh: -1; E-selectin induc: 0.1; FN deposition inh: 8; S100A4 inh HTS: 0; EWS-Fli inh: -4; RAD52 inh: -9; XiGFP reactiv: 0.1; RAD54 inh: -6

What do the screens show for `CN(CCc1ccccn1)C(=O)CCC1CCCN(C(=O)NC2CCCCC2)C1` (configuration not stated)?
E-selectin induc: 0.9; FN deposition inh: -4; S100A4 inh HTS: 3; EWS-Fli inh: -9; RAD52 inh: -2; XiGFP reactiv: 0.0

What do the screens show for `C[C@@H]1CN([C@@H](C)CO)C(=O)c2cccc(NS(=O)(=O)c3ccc(F)cc3)c2O[C@H]1CN(C)Cc1ccc(Cl)c(Cl)c1`?
esBAF inh: -5; E-selectin induc: 0.0; FN deposition inh: 10; S100A4 inh HTS: -10; EWS-Fli inh: -4; RAD52 inh: 7; XiGFP reactiv: 0.0; RAD54 inh: -3

What do the screens show for `Cc1ccc(NC(=O)CN2C(=O)NC3(CCCCC3C)C2=O)cc1S(=O)(=O)N1CCCCC1` (configuration not stated)?
esBAF inh: -9; E-selectin induc: 2.7; FN deposition inh: 2; S100A4 inh HTS: -2; EWS-Fli inh: 8; RAD52 inh: -6; XiGFP reactiv: -0.1; RAD54 inh: 1

Results for CC(C)CC(NS(=O)(=O)c1cccc(C(=O)O)c1)C(=O)O (configuration not stated) ?
E-selectin induc: 3.6; FN deposition inh: -8; S100A4 inh HTS: 2; EWS-Fli inh: -3; RAD52 inh: -16; XiGFP reactiv: 0.0; RAD54 inh: 4

Results for CCN1[C@@H]2Cn3c(ccc(/C=C/c4ccccc4)c3=O)[C@H]1[C@@H](C(=O)NC1Cc3ccccc3C1)[C@@H]2CO ?
E-selectin induc: 2.1; S100A4 inh HTS: -6; EWS-Fli inh: -13; RAD52 inh: -30; XiGFP reactiv: 0.0

What do the screens show for `CN1C(=O)c2cc(NC(=O)C3CCC3)ccc2OC[C@H]2O[C@H](CC(=O)NCCc3ccncc3)CC[C@@H]21`?
E-selectin induc: 0.0; FN deposition inh: -1; S100A4 inh HTS: 11; EWS-Fli inh: -7; RAD52 inh: 1; XiGFP reactiv: 0.1

Results for C=CCN(c1ccccc1)S(=O)(=O)c1cccc(C(=O)N2CCN(c3ncccn3)CC2)c1 ?
esBAF inh: -5; E-selectin induc: -0.4; FN deposition inh: -2; S100A4 inh HTS: 0; EWS-Fli inh: 10; RAD52 inh: 5; XiGFP reactiv: 0.1; RAD54 inh: -3

How did CCN(C(=O)COC(=O)COc1ccc2c(C)cc(=O)oc2c1)C1CCS(=O)(=O)C1 (configuration not stated) do in these assays?
E-selectin induc: -0.8; FN deposition inh: -7; S100A4 inh HTS: 5; EWS-Fli inh: 5; RAD52 inh: -42; XiGFP reactiv: -0.1

What do the screens show for `COc1ccccc1NC(=O)c1ccc(NC(=O)CN(C)Cc2ccccc2F)cc1`?
E-selectin induc: 0.4; FN deposition inh: 0; S100A4 inh HTS: -4; EWS-Fli inh: 2; RAD52 inh: -22; XiGFP reactiv: 0.4

Results for Cc1ccc(C(C)(C)C)cc1S(=O)(=O)Nc1cccc(S(=O)(=O)NC2=NCCC2)c1 ?
esBAF inh: -9; FN deposition inh: 3; XiGFP reactiv: 0.3; RAD54 inh: 0

What do the screens show for `O=C(COC(=O)c1ccccn1)Nc1ccccc1OC(F)F`?
FN deposition inh: -6; S100A4 inh HTS: -1; EWS-Fli inh: 4; RAD52 inh: 1; XiGFP reactiv: 0.4

What do the screens show for `O=C(Nc1ccc2nc3n(c(=O)c2c1)CCCCC3)c1cc([N+](=O)[O-])ccc1F`?
esBAF inh: -23; FN deposition inh: 7; S100A4 inh HTS: -2; RAD52 inh: -3; XiGFP reactiv: 1.3; RAD54 inh: 4

How did C[C@@H]1CCCCO[C@@H](CN(C)C(=O)NC2CCCCC2)[C@@H](C)CN([C@H](C)CO)C(=O)c2cc(NS(=O)(=O)c3ccccc3)ccc2O1 do in these assays?
esBAF inh: -7; E-selectin induc: -0.2; FN deposition inh: -11; S100A4 inh HTS: 7; EWS-Fli inh: 1; RAD52 inh: -10; XiGFP reactiv: 0.1; RAD54 inh: 2

How did CCc1ccccc1N(CC(=O)N1CCN(c2ccc(F)cc2)CC1)S(C)(=O)=O do in these assays?
esBAF inh: 5; S100A4 inh HTS: -2; EWS-Fli inh: -3; RAD52 inh: -12; RAD54 inh: -2

How did CC(Oc1ccccc1)c1ccnc(N)n1 (configuration not stated) do in these assays?
esBAF inh: 9; FN deposition inh: 12; S100A4 inh HTS: 2; EWS-Fli inh: -58; RAD52 inh: -9; XiGFP reactiv: 0.0; RAD54 inh: 1

What do the screens show for `Cc1ccc(S(=O)(=O)N2CCN(C(=O)c3ccccn3)CC2)cc1`?
esBAF inh: 5; FN deposition inh: -6; S100A4 inh HTS: -13; EWS-Fli inh: 5; RAD52 inh: -5; XiGFP reactiv: 0.0; RAD54 inh: -5

What do the screens show for `C[C@H]1CN([C@@H](C)CO)C(=O)c2cccc(NC(=O)C3CCOCC3)c2O[C@H]1CN(C)S(C)(=O)=O`?
esBAF inh: 2; E-selectin induc: -13; S100A4 inh HTS: 2; EWS-Fli inh: -4; RAD52 inh: 8; XiGFP reactiv: 0.0; RAD54 inh: -6

What do the screens show for `O=S1(=O)CC(N2CC=CC2)CN1Cc1cn(Cc2cccc(C(F)(F)F)c2)nn1` (configuration not stated)?
E-selectin induc: -0.1; FN deposition inh: -17; S100A4 inh HTS: -6; EWS-Fli inh: -1; RAD52 inh: -4; XiGFP reactiv: 0.0

How did CCOc1ccc(/C=N/NC(=O)c2nnn(-c3nonc3N)c2-c2ccc(OCC)cc2)cc1 do in these assays?
esBAF inh: -3; E-selectin induc: 3.7; FN deposition inh: 3; S100A4 inh HTS: -3; EWS-Fli inh: -7; RAD52 inh: -10; XiGFP reactiv: 0.1; RAD54 inh: 0
